ABCB6 inh 2 = blocks the human ABCB6 transporter | actives 0.19% (n = 360,000) | Q9NP58 | K562-ABCB6 porphyrin accumulation, flow cytometry, 1 h; hits give low values | fluorescence ratio to DMSO, % at 10 µM;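 active means fluorescence ratio to DMSO below 75%, the collection mean minus 3 SD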;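 further: signal is porphyrin accumulated inside mitochondria; 100% equals median channel fluorescence of DMSO control wells; lower ratio means ABCB6 inhibition with less porphyrin fluorescence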
Target sequence (Q9NP58 whole entry, looked up): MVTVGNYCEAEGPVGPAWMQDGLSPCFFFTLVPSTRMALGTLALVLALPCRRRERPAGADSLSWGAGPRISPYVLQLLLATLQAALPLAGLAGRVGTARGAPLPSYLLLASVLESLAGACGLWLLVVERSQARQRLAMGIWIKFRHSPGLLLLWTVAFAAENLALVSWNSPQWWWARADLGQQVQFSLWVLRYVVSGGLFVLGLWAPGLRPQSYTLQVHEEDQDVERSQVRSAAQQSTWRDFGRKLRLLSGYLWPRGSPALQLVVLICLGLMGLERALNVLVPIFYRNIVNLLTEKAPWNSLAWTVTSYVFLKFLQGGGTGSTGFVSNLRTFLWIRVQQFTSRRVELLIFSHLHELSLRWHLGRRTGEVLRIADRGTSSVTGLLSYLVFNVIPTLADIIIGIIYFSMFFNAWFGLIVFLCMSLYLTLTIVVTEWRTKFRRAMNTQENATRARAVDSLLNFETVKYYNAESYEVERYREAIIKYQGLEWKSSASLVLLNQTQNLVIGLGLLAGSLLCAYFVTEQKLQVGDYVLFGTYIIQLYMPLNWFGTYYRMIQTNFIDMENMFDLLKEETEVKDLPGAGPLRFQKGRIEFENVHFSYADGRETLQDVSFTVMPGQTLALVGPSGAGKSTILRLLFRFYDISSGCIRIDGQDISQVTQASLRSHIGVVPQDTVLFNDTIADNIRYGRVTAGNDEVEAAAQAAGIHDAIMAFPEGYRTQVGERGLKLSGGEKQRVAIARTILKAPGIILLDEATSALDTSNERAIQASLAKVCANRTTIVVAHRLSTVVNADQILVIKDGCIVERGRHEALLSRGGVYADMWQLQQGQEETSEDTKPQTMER
CaV13 ICDI inh = Primary screen for inhibitors of IQ motif and Ca2+-dependent inactivation inhibitor domain binding in CACNA1D, Förster resonance energy transfer in living cells, …; HEK cells, CFP/YFP FRET ICDI-IQ, plate reader, 10 min; percent FRET-ratio fall versus neutral wells; inhibition, % at 12.3 µM; actives 0.098% (n = 340,000);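 active means mean replicate inhibition of at least 30% and at least 1% of replicates passing that level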;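 further: 0% = median of the neutral control wells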
PDI inh = inhibitors of human protein disulfide isomerase. actives 0.052% (n = 350,000). inhibition, % at 10 µM. PDI insulin aggregation turbidity, A650, 90 min. P07237;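 active means mean inhibition across replicates of 30% or more, whatever share of single replicates reach that level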;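 further: absorbance from insulin aggregation driven by PDI reduction with DTT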
ABHD5-PLIN5 inh = blocks binding of human ABHD5 to perilipin-5. Split G. princeps luciferase complementation, luminescence, 4 h. inhibition, % at 4 µM. actives 0.78% (n = 360,000);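 active means inhibition above the mean inhibition across every tested compound plus 3 SD, cut at about 22% in these data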;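 further: 0% = DMSO only wells and the 100% control is not disclosed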
MC4R antagonist = blocks human MC4R cAMP signaling; AID 540295; MC4R-expressing cells, MTII-stimulated cAMP, LANCE TR-FRET; P32245; inhibition, % at 6.5 µM; actives 0.48% (n = 360,000);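 active means inhibition above its plate's cutoff, the mean of tested wells on that plate plus 3 SD, cut at about 29% in these data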;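 further: 0% = Melanotan II alone and 100% = Melanotan II plus saturating MCL0020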
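system = U2OS cells with stable human MC4R expression | also added = Melanotan II challenge after compound preincubation | dosing = one concentration, 6.5 µM nominal | incubation = compound 30 min, challenge 1 h, detection 1 h | measured by = TR-FRET with Eu-cAMP and labeled anti-cAMP, 671 nm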
Cardio protect = modulators protecting cardiomyocytes from myocardial damage | H9c2 cardiomyocytes, H2O2 injury protection, ATPLite, 2 h | protection from H2O2 cell death, % at 20 µM | actives 0.63% (n = 360,000) | AID 588492;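 active means compounds giving at least 50% protection of heart cells from peroxide-induced death in the single-dose screen, raw or plate-pattern-corrected value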;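 further: 0% = DMSO wells with peroxide and 100% = DMSO wells without peroxide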
MC4R barr agon = activates human MC4R beta-arrestin recruitment | activation, % at 8.9 µM | actives 0.98% (n = 360,000) | P32245 | AID 540308 | U2OS MC4R beta-arrestin complementation, luminescence; percent of melanotan II response, DMSO zero;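 active means activation above a per-plate cutoff, the mean activation of sample wells on that plate plus 3 SD, cut at about 8% in these data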
Granule exo inh = blocks lytic granule exocytosis. AID 651702. actives 0.66% (n = 360,000). TALL-104 LAMP-1 surface exposure, flow cytometry; cells stimulated with thapsigargin and PMA. inhibition, % at 10 µM;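 active means inhibition above about 55%, limit read from the data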
N-glyco inh = N-linked glycosylation inhibition; D54 ERlucT glycosylation luciferase reporter, 24 h; percent of 100 nM tunicamycin response; reporter increase, % at 12.5 µM; actives 0.23% (n = 360,000);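 active means mean luciferase reporter signal, scaled so untreated is 0 and the glycosylation-blocking control 100, at or above a set limit in every replicate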;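 further: luciferase carries N-glycosylation sites so blocking glycosylation raises the light; 0% = median of neutral control wells and 100% = median of 100 nM tunicamycin wells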
HTR2A ag = activates the mouse 5-HT2A serotonin receptor; P35363; CHO-K1 mHTR2A beta-arrestin complementation, luminescence; percent of 30 µM serotonin response; activation, % at 7.6 µM; actives 0.66% (n = 360,000);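 active means activation above a run cutoff, the mean activation of all tested compounds plus 3 SD, cut at about 14% in these data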;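 further: 0% = plate median of compound wells and 100% = 30 µM serotonin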
The depositor's hits bear a star; . = not tested or not shown.

SMILES | ABCB6 inh 2 | CaV13 ICDI inh | PDI inh | ABHD5-PLIN5 inh | MC4R antagonist | Cardio protect | MC4R barr agon | Granule exo inh | N-glyco inh | HTR2A ag
Cc1cc(C)n(-c2ccc(C(=O)OCC(=O)Nc3cc(S(C)(=O)=O)ccc3Cl)cc2)n1 | 97 | -2 | -5 | -2 | 1 | 1 | 0.6 | 3 | 1 | -3
CN(C(=S)Nc1ccc(F)cc1)C(c1ccccc1)c1ccccc1 | 97 | -4 | 10 | -1 | 18 | -7 | 2.7 | 42 | -4 | 3
Cc1nnc(SCC(=O)NC2CCCCC2)n1-c1ccccc1 | 93 | -10 | 13 | 6 | 11 | -6 | -0.7 | -3 | 3 | -2
O=C1C=CC(=O)N1Cc1ccccc1 | 99 | -5 | -5 | 32* | 2 | -45 | -2.2 | 10 | -3 | 18*
Cc1ccc(S(=O)(=O)NNC(=O)CCCCC(=O)NNS(=O)(=O)c2ccc(C)cc2)cc1 | 100 | -5 | -5 | 1 | 5 | 7 | 0.1 | 0 | 2 | 4
Cn1ccsc1=NC(=O)c1ccccc1F | 99 | -5 | 3 | -2 | 8 | 2 | -2.5 | -2 | -1 | -5
COc1cc(C(=O)OCC(=O)Nc2cc(-c3cc(C)c(C)cc3C)nn2-c2ccccc2)cc(OC)c1OC | 101 | -16 | 3 | 2 | 1 | -4 | -1.1 | -1 | -1 | -1
C[C@H](CO)N1C[C@H](C)[C@H](CN(C)S(=O)(=O)c2ccc3c(c2)OCCCO3)OCc2cnnn2CCCC1=O | 97 | . | 9 | -2 | 2 | 3 | 0.3 | -2 | 2 | -1
Cc1cccc(N2C(=O)N3[C@H]4c5ccccc5OC[C@@H]4[C@@H](c4ccccc4)[C@@]3(C)C2=O)c1 | 96 | -5 | 0 | 3 | 7 | -4 | -1.8 | 0 | -1 | 2
Cc1c(CCC(=O)NCC(=O)O)c(=O)oc2cc3occ(-c4ccccc4)c3cc12 | 100 | -3 | -12 | 4 | 0 | 0 | -0.7 | -6 | 2 | -2
Cc1cccc(C(=O)N2CCC(=O)N([C@H](COCc3ccc(Cl)cc3)Cc3ccccc3)CC2)c1 | 95 | -6 | . | 4 | . | . | . | 9 | . | 4
Cc1cccc(C(=O)N(Cc2cccs2)C2CCS(=O)(=O)C2)c1 (stereo unspecified) | 99 | -2 | 3 | -1 | 11 | -2 | -0.5 | 0 | 2 | 3
CC[C@]12c3[nH]c4cc(-c5ccco5)ccc4c3CCN1C(=O)[C@@H](CC(=O)NCCCN(C)C)C[C@@H]2C(=O)N1CCN(C(=O)c2ccco2)CC1 | 96 | -6 | 29 | 8 | 8 | 8 | -1.2 | -1 | 0 | 0
O=c1cc(O)c2sc3nc(C(F)(F)F)c4c(c3c2[nH]1)CCCCC4 | 102 | -8 | 8 | -2 | -4 | -1 | -0.9 | -4 | 1 | 4
O=C(NCCN1CCc2ccccc2C1)C1CCN(S(=O)(=O)N2CCCCC2)CC1 | 102 | -9 | 4 | 6 | -4 | 12 | 4.1 | 13 | -1 | 5
CC(Sc1nnnn1C)C(=O)Nc1ccc2c(c1)OCCO2 (stereo unspecified) | 101 | 1 | -6 | -1 | 7 | 17 | -2.6 | -6 | -2 | -1
CCCCc1ccc(Nc2nc(CCC)cc(=O)[nH]2)cc1 | 99 | -4 | 3 | -18 | -5 | -24 | 7.5 | 38 | -2 | -2
O=C(CCN1C(=O)C2C3C=CC(C3)C2C1=O)Nc1ccccc1F (stereo unspecified) | 102 | . | 6 | -2 | -1 | -2 | 1.0 | -1 | 1 | 4
CC(C)NC(=O)CSc1nc2[nH]ncc2c(=O)[nH]1 | 92 | -5 | -1 | -7 | 1 | 0 | 0.9 | 1 | 2 | -1
CCOC(=O)c1ccccc1NC(=O)CSc1nnc(C)c(=O)[nH]1 | 90 | -4 | -4 | 0 | 2 | 3 | -0.9 | -4 | 3 | 5
Cc1csc(=O)n1CC(=O)OCC(=O)Nc1ccc(Cl)cc1F | 95 | -4 | 7 | -8 | 4 | -1 | -1.9 | -1 | 0 | -1
CCOc1nc(C#N)nc(N2CCCCC2)n1 | 102 | -3 | 8 | -5 | 4 | -3 | 1.5 | 0 | -4 | 0
CS(=O)(=O)N1CCN(c2nc3ccc(Cl)cc3s2)CC1 | 101 | -15 | -1 | 3 | 3 | -4 | -2.3 | -2 | 2 | 5
CCN(CC)C(=O)C[n+]1cccc(C(N)=O)c1 | 97 | -5 | 9 | -4 | 9 | 7 | -1.7 | -6 | -1 | 2
COc1ccc(OC)c(S(=O)(=O)NCCCc2ccccc2)c1 | 97 | -21 | -3 | -3 | -9 | -3 | -0.8 | -3 | -3 | 0
CN(C)/C=C(\C#N)C(=O)Nc1ccc(F)cc1 | 92 | . | 7 | -3 | -1 | 0 | -1.1 | 0 | -2 | -3
O=C(CCn1cncn1)N1CCN(S(=O)(=O)c2ccc(Cl)cc2)CC1 | 99 | -2 | -1 | -19 | -4 | 0 | 0.6 | -50 | 0 | 0
CCOc1ccc(S(=O)(=O)N2CCC(C(=O)NC3CC3)CC2)cc1Cl | 87 | -6 | -8 | -7 | 1 | -2 | 0.1 | 2 | 1 | -2
CC(=O)c1ccc2c(c1)OCCOCCOCCOCCOCCO2 | 98 | -5 | 1 | -8 | 13 | 1 | 0.9 | -2 | 3 | -1
COc1ccc(O)c(-c2cc(-c3ccccc3[N+](=O)[O-])[nH]n2)c1 | 96 | -6 | 10 | 4 | -1 | -3 | 0.2 | -1 | 1 | 3
COc1ccc(C2c3ccsc3CCN2C(=O)NC(C)(C)C)cc1 (stereo unspecified) | 98 | -5 | 2 | -1 | 5 | 2 | -0.5 | -4 | -3 | -5
Cc1cccnc1NC(=O)c1cccc(NC(=O)CC2SC(N3CCCCC3)=NC2=O)c1 (stereo unspecified) | 96 | -2 | -6 | 1 | 0 | 2 | -0.2 | 0 | 0 | 4
CN(CC(=O)Nc1c(Cl)cccc1Cl)C(=O)C1=COCCO1 | 101 | -7 | 3 | -6 | 5 | 21 | -6.0 | -2 | 0 | -4
COc1ccc(-n2sc3c(c2=S)-c2cc(OC)ccc2NC3(C)C)cc1 | 99 | 0 | -2 | -11 | 8 | -18 | -0.6 | -1 | -1 | -4
Cc1cc(N2CCN(S(=O)(=O)c3ccccc3)CC2)nc2c(C)cccc12 | 103 | . | 0 | -3 | 8 | -7 | -2.0 | 7 | -4 | -4
COC(=O)c1ccccc1NS(=O)(=O)c1ccc2[nH]c(=O)[nH]c2c1 | 100 | -4 | -4 | 0 | -4 | 2 | 0.4 | 0 | 2 | 2

One compound at a time (already shown).
CCOc1ccc(S(=O)(=O)N2CCC(C(=O)NC3CC3)CC2)cc1Cl is listed as ABCB6 inh 2: 87; CaV13 ICDI inh: -6; PDI inh: -8; ABHD5-PLIN5 inh: -7; MC4R antagonist: 1; Cardio protect: -2; MC4R barr agon: 0.1; Granule exo inh: 2; N-glyco inh: 1; HTR2A ag: -2
CC(=O)c1ccc2c(c1)OCCOCCOCCOCCOCCO2 is listed as ABCB6 inh 2: 98; CaV13 ICDI inh: -5; PDI inh: 1; ABHD5-PLIN5 inh: -8; MC4R antagonist: 13; Cardio protect: 1; MC4R barr agon: 0.9; Granule exo inh: -2; N-glyco inh: 3; HTR2A ag: -1

Remaining list, next part:
SMILES | ABCB6 inh 2 | CaV13 ICDI inh | PDI inh | ABHD5-PLIN5 inh | MC4R antagonist | Cardio protect | MC4R barr agon | Granule exo inh | N-glyco inh | HTR2A ag
CC(C)n1cc(C(N)=S)c(=O)n(Cc2ccccc2)c1=O | 100 | -19 | -4 | 1 | 7 | 10 | -1.6 | -2 | -3 | -2
CC1CCCCN1C(=O)CSc1ccc(-c2ccc(F)cc2)nn1 (stereo unspecified) | 98 | -11 | -5 | 5 | 2 | -1 | -2.1 | 3 | 2 | -5
CCc1nnc(NC(=O)c2ccc(OCc3c(C)noc3C)c(OC)c2)s1 | 96 | -1 | 3 | -1 | 0 | 9 | -1.7 | -3 | 4 | 1
COc1ccc(OC)c(S(=O)(=O)N2CCC3(CC2)CC(=O)c2ccccc2O3)c1 | 95 | -6 | -1 | 5 | 2 | 2 | -0.1 | 5 | -1 | -2
COc1ccc(NC(=O)CCc2nnc3ccc(N4CCC5(CC4)OCCO5)nn23)cc1 | 93 | -16 | -2 | 3 | -2 | 3 | -1.8 | -2 | 0 | -3
O=C(O)Cn1nc2ccccc2n1 | 95 | -5 | 0 | -2 | 17 | 0 | 2.5 | -1 | 4 | 0
CCOC(=O)N1CCN(C(=O)CN(C2CCCCC2)S(=O)(=O)c2ccc(F)cc2)CC1 | 100 | -5 | 6 | -5 | 8 | 8 | -1.3 | -2 | -1 | 0
CC(C)[C@H](NC(=O)N1CCn2c1nc1ccccc12)C(=O)N[C@@H](Cc1ccccc1)C(=O)O | 108 | . | . | -3 | 17 | 0 | -0.7 | 2 | 2 | 1
CCCNC(=O)C(Cc1ccc(OC)cc1)NC(=O)c1ccc(C#N)cc1 (stereo unspecified) | 100 | -8 | 6 | 5 | 8 | -5 | 1.9 | 20 | 1 | 1
COCc1cc(C)nc(NC2CC(C)(C)NC(C)(C)C2)c1C#N | 99 | -2 | 19 | -2 | 1 | -2 | -1.8 | -4 | 1 | 2
COc1ccc(OC)c(S(=O)(=O)NCc2cn3ccsc3n2)c1 | 102 | -3 | -12 | 3 | 4 | -2 | -0.2 | -7 | -1 | 2
O=C(c1c[nH]c2ccccc12)C(O)C(c1ccccc1)N1CCOCC1 (stereo unspecified) | 98 | -7 | 8 | -1 | 1 | -1 | -1.4 | 2 | 2 | 3
Cc1ccc(S(=O)(=O)NCCC(=O)NNC(=O)COc2ccccc2Cl)cc1C | 94 | -5 | 3 | -5 | 3 | -6 | -3.3 | 24 | 2 | 9
CN1CCc2c1nc1ccccc1c2NC(=O)CN1CCCC1 | 101 | -4 | 1 | 1 | 0 | -3 | -1.2 | -2 | -1 | 6
Cn1c(=O)c2c(ncn2Cc2ccc(Cl)c(Cl)c2)n(C)c1=O | 94 | -2 | -6 | 3 | -18 | -10 | -0.2 | 2 | -2 | 4
Cc1ccc(NC(=O)CSc2nnc(C)c(=O)n2N)cc1 | 108 | -6 | 15 | 0 | -1 | 0 | -3.1 | 0 | 2 | 0
O=C(N/N=C/c1cccc2cccnc12)[C@H]1C[C@@H]1c1ccccc1 | 98 | -1 | 7 | 11 | -5 | 85* | 5.0 | 0 | 1 | 0
CC(C)(C)OC(=O)NCc1ccc(CNC(=O)c2nc[nH]c2C(=O)N2CCc3ccccc3C2)cc1 | 94 | -4 | -1 | -8 | 5 | 24 | -1.1 | -7 | 0 | -2
NS(=O)(=O)c1cccc(C(=O)NC2CCSc3ccccc32)c1 (stereo unspecified) | 100 | -3 | -1 | 5 | 15 | -2 | 2.1 | 8 | 0 | -2
CN(C)CCN(C(=O)c1ccc2ccccc2c1)c1nc2ccc(F)cc2s1 | 103 | . | 12 | 3 | 2 | 12 | -1.2 | -4 | -3 | -1
Cc1ccc(CNC(=O)/C=C/c2ccc(S(=O)(=O)N3CCOCC3)cc2)cc1 | 94 | -3 | 3 | -5 | 27 | 4 | -2.0 | -1 | 0 | -4

Screening results: PubChem, several laboratories
